Rac1 wt modul: wildtype Rac1 GTP binding modulators, primary screen, biochemical, GST-Rac1 beads, flow cytometry, multiplex; Ras-related C3 botulinum toxin substrate 1 (Homo sapiens), P63000; fluorescent GTP binding; actives lie on both sides; 0 = cold GTP competed, 100 = untreated; GTP binding activity (% of control), % at 10 µM; 190,000 tested, 0.27% active;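 active = GTP binding activity at least 20 points away from the 100% control level, either lower or higher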
Cdc42 wt: modulators of GTP binding to wildtype Cdc42, primary screen, biochemical, multiplex bead flow cytometry, Bodipy-GTP; AID 761, 2007; 190,000 tested, 0.2% active; GST-Cdc42 beads; actives lie on both sides; percent activity (GTP binding), % at 10 µM; Cell division control protein 42 homolog (Homo sapiens), P60953;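 active = percent activity GTP binding at least 20 points away from the 100% baseline, either down as inhibitor or up as activator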;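 note: median bead fluorescence of bound Bodipy-FL-GTP at 100 nM; 0% = excess unlabeled GTP control and 100% = no compound control; below 100% means less GTP binding so inhibitor and above means activator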
Target sequence (P60953 whole entry, looked up): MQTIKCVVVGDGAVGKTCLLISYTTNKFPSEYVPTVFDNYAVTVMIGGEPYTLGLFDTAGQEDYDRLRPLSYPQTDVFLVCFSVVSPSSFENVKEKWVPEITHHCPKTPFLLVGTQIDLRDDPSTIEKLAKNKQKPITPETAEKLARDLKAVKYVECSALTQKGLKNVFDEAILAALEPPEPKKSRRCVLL
Bcl-W Bim block: inhibitors of Bim binding to Bcl-W, primary screen, biochemical, multiplexed, bead-based flow cytometry; 190,000 tested, 0.02% active; Bcl-2-like protein 2 (Homo sapiens), Q92843; inhibition, % at 10 µM; Bim peptide-Bcl-W binding;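 note: 0% = bound tracer without compound and 100% = peptide blocker; higher means less fluorescent Bim peptide bound to Bcl-W beads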
Target sequence (Q92843 whole entry, looked up): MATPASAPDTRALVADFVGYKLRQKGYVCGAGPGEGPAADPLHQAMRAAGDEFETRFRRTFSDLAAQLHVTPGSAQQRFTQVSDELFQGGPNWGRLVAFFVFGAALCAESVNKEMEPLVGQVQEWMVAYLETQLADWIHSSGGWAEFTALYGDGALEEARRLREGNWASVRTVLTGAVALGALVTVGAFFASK
Rab2 wt GTP: modulators of GTP binding to Rab2A wildtype, primary screen, biochemical, dog, bead-based flow cytometry, multiplex | GST-Rab2 wt beads, Bodipy-GTP binding | 190,000 tested, 0.19% active | AID 760, 2007 | GTP binding activity, % at 10 µM | Ras-related protein Rab-2A (Canis lupus familiaris), P61105;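 active = GTP binding activity at least 20 points away from 100%, either lowered or raised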;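 note: 0% = beads with excess unlabeled GTP and 100% = no-compound control corrected for plate trend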
Bfl-1 Bim block: inhibitors of Bim binding to Bfl-1, primary screen, biochemical, multiplexed, bead-based flow cytometry; inhibition, % at 10 µM; 190,000 tested, 0.12% active; Bim-Bfl-1 binding inhibition; Bcl-2-related protein A1 (Homo sapiens), Q16548;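 note: 0% = wells without compound plus tracer and 100% = blocker peptide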
Rac1 act GTP bind: GTP binding modulators of activated mutant Rac1, primary screen, biochemical, bead-based flow cytometry, multiplex, fluorescent GTP; Ras-related C3 botulinum toxin substrate 1 (Homo sapiens), P63000; GST-Rac1 activated beads; actives lie on both sides; 100% means binding = to untreated wells; percent activity (GTP binding), % at 10 µM; 190,000 tested, 0.11% active; AID 764, 2007;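 active = GTP binding at least 20 percentage points away from the 100% baseline, in either direction, so actives lie on both sides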
HRas wt GTP bind: modulators of GTP binding to HRas wildtype, primary screen, biochemical, bead-based flow cytometry, multiplex. GTPase HRas (Homo sapiens), P01112. GST-Ras wt beads, Bodipy-FL-GTP binding; actives lie on both sides. GTP binding activity, % at 10 µM. 190,000 tested, 0.14% active. AID 759, 2007;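 active = GTP binding activity at least 20% away from the 100% baseline, either lowered as inhibitor or raised as activator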;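 note: 0% = unlabeled GTP competition control and 100% = no-compound control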
Target sequence (P01112 whole entry, looked up): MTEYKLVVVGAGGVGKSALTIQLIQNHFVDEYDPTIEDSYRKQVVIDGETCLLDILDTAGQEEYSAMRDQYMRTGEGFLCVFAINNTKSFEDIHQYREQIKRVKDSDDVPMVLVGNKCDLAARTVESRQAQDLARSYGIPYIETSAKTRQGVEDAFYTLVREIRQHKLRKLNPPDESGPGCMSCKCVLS
Rab7 wt GTP bind: modulators of GTP binding to Rab7, primary screen, biochemical, wildtype, multiplex bead flow cytometry. Rab7 GTPase wild type (dog), Bodipy-FL-GTP binding. 190,000 tested, 0.055% active. GTP binding activity (percent of control), % at 10 µM. GST-Rab7 beads, fluorescent GTP binding; actives lie on both sides; untreated = 100%, excess cold GTP = 0%;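 active = fluorescent GTP binding to Rab7 beads changed by at least 20 points from the 100% baseline, either direction, mostly lower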;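 note: median green fluorescence of bound Bodipy-FL-GTP per Rab7 bead population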
Bcl-B Bim block: inhibitors of Bim-Bcl-B binding, primary screen, biochemical, multiplexed, human Bcl-2 family | Bcl-2-like protein 10 (Homo sapiens), Q9HD36 | bead-based flow cytometry, Bim peptide-Bcl-B binding | inhibition, % at 10 µM | 190,000 tested, 0.073% active;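 note: 0% = tracer peptide without compound and 100% = reference inhibitor peptide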
Target sequence (Q9HD36 whole entry, looked up): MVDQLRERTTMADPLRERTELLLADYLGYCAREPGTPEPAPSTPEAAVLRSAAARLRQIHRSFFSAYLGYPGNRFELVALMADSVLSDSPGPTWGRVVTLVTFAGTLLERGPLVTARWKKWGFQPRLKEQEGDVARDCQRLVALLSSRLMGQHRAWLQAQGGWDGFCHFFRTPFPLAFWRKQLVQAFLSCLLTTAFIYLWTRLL
Bim-Bcl-XL: inhibitors of Bim-Bcl-XL binding, primary screen, biochemical, multiplexed, bead flow cytometry, human Bcl-XL | inhibition, % at 10 µM | Bcl-2-like protein 1 (Homo sapiens), Q07817 | 190,000 tested, 0.04% active | Bim peptide-Bcl-XL binding, fluorescence
Bcl-2 Bim block: inhibitors of Bim-Bcl-2 binding, primary screen, biochemical, multiplexed, human Bcl-2 family; inhibition, % at 10 µM; Apoptosis regulator Bcl-2 (Homo sapiens), P10415; Bead-based flow cytometry, Bim peptide-Bcl-2 binding; 190,000 tested, 0.06% active; in the data active = inhibition above about 40%;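 note: 0% = no compound wells with probe peptide and 100% = reference peptide inhibitor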
Target sequence (P10415 whole entry, looked up): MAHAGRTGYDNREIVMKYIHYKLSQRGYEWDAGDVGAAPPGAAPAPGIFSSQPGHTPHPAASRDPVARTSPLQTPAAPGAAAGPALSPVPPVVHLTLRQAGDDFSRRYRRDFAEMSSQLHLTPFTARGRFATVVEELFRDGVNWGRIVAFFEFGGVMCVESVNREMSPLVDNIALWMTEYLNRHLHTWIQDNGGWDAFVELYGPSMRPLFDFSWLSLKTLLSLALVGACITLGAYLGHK
Numbers without * were called inactive. Cut-off read from the data, not from the text of the source, unless noted: active = inhibition above about 40%.

Below each SMILES – Rab7 wt GTP bind | Cdc42 wt | Bcl-2 Bim block | Rab2 wt GTP | Bfl-1 Bim block | Bcl-B Bim block | Bim-Bcl-XL | Rac1 wt modul | Rac1 act GTP bind | HRas wt GTP bind | Bcl-W Bim block
> Cc1[nH]nc2c1C(C(C)c1ccccc1)C(C#N)=C(N)O2 (stereo not given)
  100 | 97 | -5 | 97 | -6 | -2 | -1 | 99 | 93 | 98 | -3
> Cc1cc(-c2ccccc2)oc(=O)c1NC(=O)c1ccccc1
  104 | 95 | 3 | 100 | 8 | 4 | -6 | 101 | 96 | 101 | 0
> CCOc1ccc(S(=O)(=O)N/N=C(\C)Cc2ccc(OC)cc2)cc1
  97 | 92 | 0 | 92 | -6 | -1 | -1 | 95 | 91 | 93 | 2
> O=C(Nc1c(F)cc(F)cc1Br)c1cc(-c2ccc(O)cc2)on1
  98 | 100 | -11 | 100 | -7 | -8 | -4 | 98 | 96 | 99 | 0
> O=C(Nc1ccccc1)Nc1cc(OCC(F)(F)F)cc(OCC(F)(F)F)c1
  98 | 99 | -5 | 99 | 0 | -5 | -7 | 102 | 99 | 98 | -1
> O=C(c1cnc2n(c1=O)CCS2)N1CCN(c2ccccc2Cl)CC1
  103 | 96 | -2 | 97 | -3 | -1 | -3 | 100 | 97 | 96 | 1
> Cc1c(C(C)O)nnn1-c1nonc1N (stereo not given)
  96 | 103 | 0 | 100 | -5 | -3 | -6 | 107 | 99 | 101 | -3
> COc1cc(OC)c(OC)cc1CNC1CCCCCC1
  104 | 103 | -2 | 99 | -4 | -1 | -3 | 103 | 101 | 102 | -1
> O=C(Nc1ccccn1)c1sc2cccc(F)c2c1Cl
  91 | 97 | -1 | 96 | -3 | -1 | 0 | 99 | 97 | 97 | 1
> COC(=O)c1sccc1NC(=O)CSc1cc(Cl)ccc1Cl
  98 | 101 | 0 | 99 | 0 | 0 | -3 | 100 | 99 | 99 | -3
> CCO/C=C1/C(=O)N(C)C(=O)c2cc(OC)ccc21
  95 | 94 | 2 | 94 | -3 | 2 | -10 | 91 | 95 | 93 | -1
> Cc1cccc(CC(=O)Nc2cc(C)c3c(=O)oc4ccccc4c3n2)c1
  97 | 99 | -4 | 99 | -7 | -2 | -2 | 100 | 100 | 99 | 2
> Cn1cccc1Cc1nnc(SCC(=O)NCCc2ccccc2)n1-c1ccc(F)cc1
  101 | 99 | -6 | 102 | -2 | -4 | -1 | 104 | 100 | 101 | 6
> CCOC(=O)c1cnc(-n2cc(C)cn2)nc1Nc1ccccc1OC
  101 | 105 | -5 | 101 | -8 | -9 | -2 | 109 | 100 | 102 | 0
> Cc1nc(N2CCN(c3ccccc3)CC2)[nH]c(=O)c1Cc1ccccc1
  103 | 98 | 0 | 99 | -2 | 0 | 0 | 99 | 97 | 97 | -2
> COc1ccc(/C=N/Nc2ncnc3sc4c(c23)CCCC4)cc1O
  93 | 73* | 9 | 71* | 8 | 20 | 34 | 77* | 88 | 71* | 25
> CCOC(=O)c1c(NC(=O)c2cc(-c3ccc(O)cc3)on2)sc(C(C)=O)c1C
  102 | 101 | -1 | 99 | 0 | -22 | -9 | 101 | 97 | 100 | -6
> O=C1NC(=Nc2ccccc2)S/C1=C/c1cccs1
  101 | 90 | -1 | 93 | -8 | -5 | 0 | 97 | 94 | 97 | 0
> CN1CCN(C(=O)C2=C[C@@H](c3ccccc3)C[C@@H](OCCCCO)O2)CC1
  103 | 98 | -4 | 97 | -5 | -6 | -2 | 98 | 96 | 96 | -1
> Cc1nnc(N(Cc2ccccc2)C(=O)c2cnccn2)s1
  100 | 101 | 4 | 101 | 0 | 2 | 0 | 100 | 96 | 101 | 1

Below each SMILES – Rab7 wt GTP bind | Cdc42 wt | Bcl-2 Bim block | Rab2 wt GTP | Bfl-1 Bim block | Bcl-B Bim block | Bim-Bcl-XL | Rac1 wt modul | Rac1 act GTP bind | HRas wt GTP bind | Bcl-W Bim block
> Cc1ccc2cc(C)c(SCC(=O)NCc3ccco3)nc2c1
  92 | 98 | 1 | 97 | 2 | -2 | 0 | 95 | 97 | 94 | 0
> CCOc1ccc2nc(NCCCO)[nH]c2c1
  96 | 103 | -4 | 100 | -1 | -10 | -4 | 103 | 98 | 99 | -6
> CC(C)(Oc1ccc(Cl)cc1)C(=O)N1CCC(C(N)=O)CC1
  102 | 92 | -2 | 96 | -7 | -4 | 0 | 99 | 94 | 96 | 0
> CN(N=Nc1ccc([N+](=O)[O-])cc1)c1ccccc1
  104 | 104 | -2 | 98 | 0 | -5 | -8 | 106 | 104 | 103 | -3
> COc1ccc(C2C(C(=O)Nc3cc(C)on3)c3ccccc3C(=O)N2C)cc1OC (stereo not given)
  99 | 108 | -7 | 102 | -18 | -5 | -9 | 109 | 99 | 104 | -1
> COc1ccc(OC)c(C2C(C#N)=C(N)Oc3cc(N)ccc32)c1 (stereo not given)
  103 | 103 | 0 | 101 | 0 | -6 | -3 | 103 | 99 | 102 | -3
> Oc1ccc(C=NC2CCCCC2)c(O)c1
  97 | 94 | 0 | 94 | -2 | -1 | 0 | 97 | 94 | 95 | 0
> Cc1cc(C)n(-c2nnc(C)n2/N=C/c2ccco2)n1
  100 | 106 | 3 | 101 | -1 | -3 | 0 | 109 | 104 | 104 | 1
> O=C(c1ccccc1-c1ccccc1)N1CCCCC1
  104 | 102 | -1 | 99 | -4 | -5 | -1 | 102 | 97 | 98 | -1
> O=C(COC(=O)c1cccs1)Nc1cccc(S(=O)(=O)NC2=NCCCCC2)c1
  96 | 95 | 1 | 96 | -4 | -3 | 0 | 102 | 100 | 97 | 0
> Cc1ccc(CNS(=O)(=O)N(C)C)cc1
  100 | 103 | 0 | 104 | 0 | -3 | -1 | 101 | 97 | 105 | 0
> CCOC(=O)C1(CCc2ccccc2)CCN(C(=O)c2cc(C)nc(C)n2)CC1
  89 | 93 | -4 | 93 | -8 | -6 | -3 | 98 | 98 | 94 | -3
> Cc1cc2nc(CCN3CCOCC3)n(S(=O)(=O)c3ccc(C(C)(C)C)cc3)c2cc1C
  101 | 97 | -4 | 100 | -3 | -6 | -8 | 103 | 97 | 101 | -5
> CN(C)c1ccc(/C=C(\Cl)c2nc3ccccc3s2)cc1
  101 | 98 | -9 | 99 | -18 | -8 | -3 | 100 | 97 | 98 | -3
> CCCCNC(=O)C1CC(=O)N(c2ccc(OC)cc2)C1c1ccc(OC)cc1 (stereo not given)
  99 | 97 | 3 | 96 | 0 | 0 | 2 | 98 | 96 | 98 | 0
> Cc1cc(Cl)ccc1C(=O)C1CCCN(C(=O)c2cc(C(C)C)no2)C1 (stereo not given)
  108 | 97 | -2 | 101 | -6 | -2 | -2 | 104 | 98 | 102 | 1
> COc1ccc(NC(=O)CCN2C(=O)C3CC=C(Cl)CC3C2=O)cc1 (stereo not given)
  98 | 100 | -1 | 100 | 0 | -16 | -8 | 103 | 101 | 99 | -4
> COc1ccccc1OCc1ccc(C(=O)N2CCN(C(=O)c3ccco3)CC2)cc1
  99 | 104 | -4 | 99 | -1 | -4 | -2 | 107 | 102 | 101 | -4
> NC(=O)CCN(Cc1ccccc1)S(=O)(=O)c1ccccc1
  101 | 102 | -2 | 102 | -17 | -6 | -2 | 104 | 101 | 103 | 3
> Cc1c(C(=O)NCCc2ccccc2)oc2ccc(S(=O)(=O)N3CCOCC3)cc12
  98 | 103 | 0 | 101 | -2 | -1 | 0 | 99 | 99 | 104 | 0

Marked active in Cdc42 wt (from the list above):
SMILES,Rab7 wt GTP bind,Cdc42 wt,Rab2 wt GTP,Bfl-1 Bim block,Bcl-B Bim block,Bim-Bcl-XL,HRas wt GTP bind,Bcl-W Bim block
COc1ccc(/C=N/Nc2ncnc3sc4c(c23)CCCC4)cc1O,93,73*,71*,8,20,34,71*,25

Additional compounds follow:
Below each SMILES – Rab7 wt GTP bind | Cdc42 wt | Bcl-2 Bim block | Rab2 wt GTP | Bfl-1 Bim block | Bcl-B Bim block | Bim-Bcl-XL | Rac1 wt modul | Rac1 act GTP bind | HRas wt GTP bind | Bcl-W Bim block
> O=C(/C=C/c1ccc(Cl)cc1)N(Cc1ccccc1)C1CCS(=O)(=O)C1 (stereo not given)
  100 | 101 | -11 | 100 | -12 | -3 | -7 | 103 | 100 | 101 | 0
> O=C(NCCCN1CCOCC1)c1ccccc1NS(=O)(=O)c1cc([N+](=O)[O-])ccc1Cl
  100 | 103 | 0 | 98 | 0 | 0 | 2 | 102 | 97 | 98 | 2
> Cc1ccccc1CN(C)C(C)C(=O)Nc1ccccc1F (stereo not given)
  95 | 95 | 1 | 95 | -4 | -1 | -1 | 95 | 94 | 96 | 2
> COCC[N+]1(C)CCCCC1
  96 | 100 | 1 | 99 | 5 | 0 | 4 | 102 | 98 | 97 | 3
> N=C(N)N1CCN(Cc2ccccc2)CC1
  103 | 99 | -5 | 99 | -8 | -4 | -3 | 101 | 97 | 97 | -2
> CC(C)C(NC(=O)C(c1ccccc1)c1ccccc1)c1nc2ccccc2[nH]1 (stereo not given)
  99 | 106 | -9 | 101 | -12 | -5 | -4 | 109 | 100 | 102 | 1
> Cc1nc2c3cnn(-c4ccc(C)c(C)c4)c3ncn2n1
  97 | 105 | 0 | 101 | 0 | 0 | 1 | 102 | 100 | 103 | -2
> CC(CN1CCN(C)CC1)OC(=O)c1ccc(Cl)cc1 (stereo not given)
  96 | 105 | -11 | 101 | -21 | -8 | -7 | 110 | 100 | 101 | 0
> C/C(=N\NC(=O)CN(c1ccccc1Br)S(C)(=O)=O)c1ccc2c(c1)OCCO2
  96 | 97 | -4 | 99 | -16 | -8 | -10 | 98 | 100 | 99 | -3
> Cc1oncc1-c1csc(-c2ccccc2Cl)n1
  98 | 94 | 0 | 96 | -4 | -2 | -4 | 93 | 90 | 94 | 0
> O=C1CC(C(F)(F)C(F)(F)C(F)(F)C(F)(F)F)=Nc2ccccc2N1
  102 | 102 | 0 | 102 | 0 | 0 | 0 | 100 | 97 | 102 | 1
> Cc1ccc(C(=O)CSC2=NC(N)=C(C#N)C3(CCCCC3)C2C(N)=O)cc1 (stereo not given)
  101 | 101 | -7 | 100 | -11 | -17 | -12 | 104 | 100 | 100 | -7
> CCC(=O)N1CCc2cc(OC)c(OC)cc2C1COc1ccc(C(=O)OC)cc1 (stereo not given)
  101 | 103 | -4 | 102 | -3 | -7 | 0 | 104 | 100 | 102 | -2
> O=C(Nc1nc2ccc(F)cc2s1)C1CCCO1 (stereo not given)
  102 | 104 | -5 | 100 | -2 | -1 | -1 | 106 | 99 | 102 | -5

Screening results deposited in PubChem BioAssay by NMMLSC.
